ALOX12 inh: ALOX12 (human) lipoxygenase inhibition; purified 12hLO, xylenol orange hydroperoxide absorbance; P18054; Potency, µM (top dose mostly 108 µM), for the others: at the top dose activity change, negative = inhibition, most hits filed as inhibitors; 580,000 compounds, 1.1% hits; active = well fitted inhibition curve with a large enough effect; inconclusive = small, poorly fitted or top-dose-only effect, or another doubt; inactive = no such curve, though single readings can be large or run the other way
Target sequence (P18054 whole entry, looked up): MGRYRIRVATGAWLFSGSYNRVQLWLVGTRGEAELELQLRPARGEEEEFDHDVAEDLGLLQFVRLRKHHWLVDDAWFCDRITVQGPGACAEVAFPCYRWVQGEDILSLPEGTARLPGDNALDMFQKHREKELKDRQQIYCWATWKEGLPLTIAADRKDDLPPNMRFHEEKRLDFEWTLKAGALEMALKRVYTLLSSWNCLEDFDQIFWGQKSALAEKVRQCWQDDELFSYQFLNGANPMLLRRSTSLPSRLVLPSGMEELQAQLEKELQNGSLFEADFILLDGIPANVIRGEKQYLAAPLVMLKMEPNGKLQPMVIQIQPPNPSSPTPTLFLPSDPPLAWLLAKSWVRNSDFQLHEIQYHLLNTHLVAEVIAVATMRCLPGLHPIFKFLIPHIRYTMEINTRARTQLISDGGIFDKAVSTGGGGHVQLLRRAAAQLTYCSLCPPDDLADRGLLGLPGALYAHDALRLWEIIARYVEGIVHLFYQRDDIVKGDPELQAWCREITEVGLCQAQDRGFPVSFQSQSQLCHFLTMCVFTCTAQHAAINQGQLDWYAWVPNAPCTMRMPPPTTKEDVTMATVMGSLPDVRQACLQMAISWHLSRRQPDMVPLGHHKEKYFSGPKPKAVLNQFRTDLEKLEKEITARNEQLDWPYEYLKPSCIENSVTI
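Hydroperoxide product was detected by ferrous iron/xylenol orange as the 573 to 405 nm absorbance ratio. Arachidonic acid at 40 uM (final) was turned over for 30 min at room temperature by 150 nM human 12hLO, pH 7.0 Hepes buffer, after 15 min compound preincubation.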
The depositor's hits bear a star; ? = inconclusive; [ ] = dose if it differs, or a comment. % is set by controls: 0 for no effect and ±100 for the full control effect; potency is the fitted concentration of half-maximal effect. Some of the compounds tested (hit frequency here may not be typical).

SMILES | ALOX12 inh
CCCn1nc(C(=O)NCC(c2ccc(OC)cc2)N(C)C)c2ccccc2c1=O (stereo not drawn) | 3.2%
COc1ccccc1CN1CCC2(CC1)COCCN2C(=O)OCc1ccccc1 | -19.9%[176 µM]
CCCc1cc(=O)oc2cc(OC(C)C(=O)NCc3ccncc3)c(Cl)cc12 (stereo not drawn) | -3.1%
COc1ccnc(-c2nnc3ccc(N4C[C@@H](C)O[C@@H](C)C4)nn23)c1 | ?
CN1CCCN(C(=O)c2cc3cc(Cl)ccc3oc2=O)CC1 | 32.9%[activator]
Cc1nonc1OCCn1cc(C2CCCNC2)nn1 (stereo not drawn) | 14.0%
CC(C)CNC(=O)c1ccc2c(c1)CCCN2C(=O)c1cccc(Cl)c1 | ?
CCc1ccc(OCCCOc2ccccc2/C=N/NC(=O)c2cccc(Cl)c2)cc1 | -2.8%
N#Cc1cccc(CN2CC(CNc3ccccc3)C3(C2)CN(c2ccccc2)C3)c1 (stereo not drawn) | -3.8%[176 µM]
CCc1nc(NC(=O)Cn2nc3c(cc2=O)CCCC3)sc1C | ?
O=C(Cn1cc(C(F)(F)F)ccc1=O)N1CCn2nc(CO)cc2C1 | 17.4%
COc1ccc([C@@H](NC(=O)c2ccc3nccn3c2)C2CC(O)C2)cn1 (stereo partly drawn) | 58.3%[activator]
O=C(Nc1cccc(C(=O)NC2CC2)c1)c1cccc(S(=O)(=O)Nc2ccc(F)cc2)c1 | -4.0%
C=C(C)CNC(=S)N/N=C1\CC2CC=CC12 (stereo not drawn) | 71.5%[activator]
C=CCN=C1NC(c2cccc(C(F)(F)F)c2)C(C(=O)OC)=C(C)N1Cc1ccccc1C(F)(F)F (stereo not drawn) | ?
Cc1ccc(F)cc1S(=O)(=O)N1CC(c2nc(-c3ccncc3)no2)C1 | 71.4%[activator]
O=C1/C(=C/c2ccc(Cl)c(Cl)c2)Cc2ccccc21 | 39.1%[activator]
COc1ccccc1OCC(=O)c1ccc2c(c1)N(CCCC(=O)NCC1CC1)C(=O)CO2 | -15.4%
Cc1cc(NC(=O)CN2CCN(C(=O)c3c(F)cccc3F)CC2)no1 | 18.8%
N#Cc1ccc(CN2C[C@@H]3C[C@H]2C(=O)N(Cc2ccccc2)c2ccccc2O3)cc1 | 8.8%[176 µM]
CN(Cc1cccs1)C(=O)c1cc2ccccc2oc1=O | 3.6%
O=C1CCC2(CCN(C(=O)c3cccs3)CC2)CN1CCc1ccncc1 | -2.8%
CSc1cccc(NC(=O)c2csc3c2CCCC3)c1 | -1.5%
COc1ccc(C(=O)N2CCC3(CC2)OC(=O)N(Cc2ccc(O)cc2)C3(C)c2ccccc2)cc1 (stereo not drawn) | ?
COc1ccc(OC)c(CNCc2cccn2-c2nnc(N3CCOCC3)s2)c1 | 51.7%[activator]
Cc1nc2sc3c(c2c(-c2ccccc2)c1C(N)=O)CCCC3 | ?
COC(=O)C1=C(C)N(c2ccccc2)C(=O)CC1C(=O)Nc1cc(OC)c(OC)c(OC)c1 (stereo not drawn) | -29.8%
Cc1scc(-c2ccccc2)[n+]1C | 17.8µM*
CCCS(=O)(=O)N[C@@H]1CN(Cc2ccccn2)C[C@H]1CN(C)C | 129.7%[activator]
CCOC(=O)c1sc(Nc2ccc(C(C)=O)cc2)nc1C(F)(F)F | ?
CN(Cc1cnccn1)C(=O)c1cc(CN2CCC(Cc3ccccc3)CC2)on1 | ?
Cn1nc(N2CCC(NC(=O)c3ccncn3)CC2)ccc1=O | 2.6%
CC(=O)N1CCN(c2cncc(C(=O)N3CCOCC3)n2)CC(O)C1 (stereo not drawn) | 24.2%
COC(=O)C1CCCCN1Cc1nc(N(C)C)c2ccccc2n1 (stereo not drawn) | ?
O=C1CC2(CCN(C(=O)c3ccc(Cl)cc3)C2)Nc2ccccc2N1 (stereo not drawn) | -7.2%[6.33 µM]
CCNC(=O)NC(=O)CN1CCN(c2ccccc2Cl)CC1 | 30.1%[activator]
COC(=O)CC(NC(=O)CNC(=O)c1ccc(N2CCCC2=O)cc1)c1ccc(Cl)cc1 (stereo not drawn) | 25.8%
N#CCc1c(C#N)c(N)nc(NCCc2c[nH]c3ccccc23)c1C#N | -21.9%
COCC(C)NS(=O)(=O)c1ccc(C)c(C)c1 (stereo not drawn) | -5.6%
O=C(COC(=O)c1ccc(S(=O)(=O)N2CCCCCC2)cc1)NCc1ccccc1 | 40.3%[activator]
COc1ccc(-c2ccccc2)cc1N1C(=O)[C@@H]2C[C@H]1CN2C(=O)C1(N)CC1 | -17.3%
CN1CC2(CCN(C(=O)C3CC3)CC2)CC1C(=O)N1CCOCC1 (stereo not drawn) | 55.7%[activator]
Cc1ccc(C(=O)N2CCc3[nH]nc(C(=O)N(C)C)c3C2)cc1F | 4.0%
CCCCCC(=O)Nc1nc2c(s1)C[C@@H]1[C@](C)(CO)[C@H](O)CC[C@@]1(C)[C@@H]2CC(=O)Nc1ccccc1 | -4.7%
Cc1noc(-c2ccccc2NC(=O)C2CC(=O)N(c3cccc(C(F)(F)F)c3)C2)n1 (stereo not drawn) | -21.2%
Clc1ccccc1-c1nccc(NCc2cccs2)n1 | ?
Cc1ccc(-c2nnc(C3CN(C(=O)c4sccc4C)CC34CCOCC4)o2)cc1 (stereo not drawn) | 16.3%
CNC(=O)NC(=O)CSc1ncnc2ccccc12 | ?
COc1ccc(Nc2cc(C)nc3nc(-c4ccccc4C)nn23)c(OC)c1 | 34.6%
Cc1ccc(C(=O)N2CCCC(n3cc(-c4nc(C5CC5)no4)nn3)C2)s1 (stereo not drawn) | 29.3%
NCCn1oc(=O)[nH]c1=O | 7.6%
CCCCN(CCCC)CC(C)(C)NS(=O)(=O)c1ccccc1 | ?
O=[S+]([O-])(NC1CCN(c2nc3ncccc3o2)CC1)c1cccc(C(F)(F)F)c1 | ?
COc1ccc(NC(=O)[C@@H]2C[C@@H](c3ccc(F)cc3)N([S+](=O)([O-])c3cccnc3)C2)c(C)c1 | ?
Cc1ccsc1C(=O)N1CCC2(CC1)NC(=O)N(c1cccc(F)c1)N2 | 2.82µM*
C[S+](=O)([O-])N1CCC2(CC(=O)Nc3ccccc3N2)C1 (stereo not drawn) | ?
Cc1cc2oc(C(=O)Nc3ccc(OC(F)F)cc3)cc(=O)c2cc1C | -38.3%
O=C(Nc1ccc(F)cc1)C(c1cccc(F)c1)N1CCN(c2ccncc2)CC1 (stereo not drawn) | 0.6%
CCN(CC)CC1CCN(C(=O)CCc2c[nH]c3ccccc23)CC1 | ?
CNC(=O)[C@@H]1CN(C(=O)c2cccc(OC)c2OC)C[C@H]1COC | 36.9%[activator]

(listing goes on)
SMILES | ALOX12 inh
Cc1cccc(CNc2nc(-c3c(C)noc3C)nc3ccccc23)c1 | ?
CSc1ccc(C(C)NC(=O)Cc2ccccc2C)cc1 (stereo not drawn) | 16.3%
Clc1ccc(C2Cn3nnc(-c4noc(COc5ccccc5)n4)c3CO2)cc1 (stereo not drawn) | 63.6%[activator]
CN1CCc2c([nH]c3ccccc23)C12CCN(C(=O)C1CCC1)CC2 | 11.4%
N#C/C(=C/c1cc(Cl)ccc1OCc1cccnc1)c1ccc(C(F)(F)F)cn1 | ?
COc1ccc(CCNc2ncnc3c2CN(c2ccccc2)C(=O)CN3C)cc1 | 21.7%
CCc1c(C)sc(NC(=O)/C=C/c2c(F)cccc2Cl)c1C#N | ?
O=C(NCc1ccc(OCC(F)(F)F)cc1)c1ccc(S(=O)(=O)N2CCOCC2)cc1 | 12.3%
Cc1ccc(C(=O)N2CC[C@@H]3CN(S(C)(=O)=O)[C@@H]3C2)cc1C | 2.2%
O=C(O)c1cncc(N2CCC3(CC2)CNC(C(=O)O)C3)n1 (stereo not drawn) | 30.5%
COc1ccc(C(C)=O)cc1CSCc1coc(-c2ccc(Cl)cc2)n1 | ?
CN1c2cc(C(=O)N3CCN(c4ccccc4F)CC3)ccc2C(=O)N2CCCCCC21 (stereo not drawn) | 1.7%
COc1cc(CCC(=O)N2CCc3n[nH]c(=O)n3CC2)on1 | 4.6%
CC(=O)N1C[C@@H]2OCC(=O)N(C)[C@@H]2C1 | 31.0%[176 µM]
CCCc1cc(=O)oc2cc(OC(C)C(=O)NCCCN3CCCC3=O)c(Cl)cc12 (stereo not drawn) | -20.1%
CCCN(CC1CCOC1)S(=O)(=O)c1ccccc1F (stereo not drawn) | 43.3%[activator]
Cc1cc(C)c2c(c1)[C@]1(C(=O)N2)N2CCC[C@H]2[C@@H](C(=O)c2ccc(F)cc2)[C@]12C(=O)Nc1ccccc12 | 2.0%
CCn1c(CO)nnc1C1CC(NC(=O)CCn2c(=O)[nH]c3ccccc32)C1 (stereo not drawn) | -27.9%
O=C(CN1CC2CC(C1)[C@H]1CCCC(=O)N1C2)NCCCN1CCCc2ccccc21 (stereo partly drawn) | 147.0%[activator]
Cc1ccccc1-n1c(SCc2nc3ccccc3o2)nnc1N1CCOCC1 | -3.3%

A different layout for part of the listing above:
ALOX12 inh,SMILES
?,Cc1cccc(CNc2nc(-c3c(C)noc3C)nc3ccccc23)c1
16.3%,CSc1ccc(C(C)NC(=O)Cc2ccccc2C)cc1 (stereo not drawn)
63.6%[activator],Clc1ccc(C2Cn3nnc(-c4noc(COc5ccccc5)n4)c3CO2)cc1 (stereo not drawn)
11.4%,CN1CCc2c([nH]c3ccccc23)C12CCN(C(=O)C1CCC1)CC2
?,N#C/C(=C/c1cc(Cl)ccc1OCc1cccnc1)c1ccc(C(F)(F)F)cn1
21.7%,COc1ccc(CCNc2ncnc3c2CN(c2ccccc2)C(=O)CN3C)cc1
?,CCc1c(C)sc(NC(=O)/C=C/c2c(F)cccc2Cl)c1C#N
12.3%,O=C(NCc1ccc(OCC(F)(F)F)cc1)c1ccc(S(=O)(=O)N2CCOCC2)cc1
2.2%,Cc1ccc(C(=O)N2CC[C@@H]3CN(S(C)(=O)=O)[C@@H]3C2)cc1C
30.5%,O=C(O)c1cncc(N2CCC3(CC2)CNC(C(=O)O)C3)n1 (stereo not drawn)
?,COc1ccc(C(C)=O)cc1CSCc1coc(-c2ccc(Cl)cc2)n1
1.7%,CN1c2cc(C(=O)N3CCN(c4ccccc4F)CC3)ccc2C(=O)N2CCCCCC21 (stereo not drawn)
4.6%,COc1cc(CCC(=O)N2CCc3n[nH]c(=O)n3CC2)on1

(cont.)
SMILES | ALOX12 inh
Cc1ccc(NC(=O)Cn2ccc3sccc3c2=O)c(C)c1 | -9.1%
CNC(=O)[C@@H]1CN(S(=O)(=O)Cc2ccccc2)C[C@H]1COC | 26.6%
Cc1cccc(-c2nc(C#N)c(NCCc3ccccc3)o2)c1 | -18.6%
COc1ccc(NC(=O)N2CC[C@@]3(CCCN(C(=O)c4csnn4)C3)C2)cc1 | 0.5%[57.4 µM]
Cc1ccc(-c2cc(C(F)F)n3nc(C)c(Cl)c3n2)cc1C | -18.9%
COc1cccc(-c2cc(C(=O)NCCC(C)n3ccnc3)[nH]n2)c1 (stereo not drawn) | 60.5%[activator]
COc1ccc(NC(=O)NCc2nc(-c3ccc(OC)cc3)oc2C)cc1 | -23.3%
COc1ccc(CCN(C)C(=O)C2CCCN(Cc3ccccc3)C2)cc1OC (stereo not drawn) | ?
CC(C)C1NC(=O)N(Cc2coc(-c3cccc(F)c3)n2)C1=O (stereo not drawn) | ?
Cc1nc2c(NS(=O)(=O)c3cccc(C#N)c3)cccn2n1 | 15.3%
Cc1ccc(-c2cc(C(=O)OCC(=O)NC(=O)NC(C)(C)C)c3ccccc3n2)o1 | ?
O=C(NCc1ccccc1)[C@H]1CCCN1C(=O)[C@H]1CCCN1C(=O)c1ccccc1 | -6.6%
Cc1cn2nc(C(=O)NCc3ccc(C(C)C)cc3)cc2c(=O)[nH]1 | 1.6%
O=C(c1ccccc1OC1CCN(Cc2ccc(-n3cccn3)cc2)CC1)N1CCCCC1 | 28.6%
Cn1ccc(C(=O)N2CCC3(CC2)OC(=O)N(Cc2ccccc2C#N)C3(C)c2ccccc2)n1 (stereo not drawn) | 66.0%[activator]
O=C(Cc1ccccc1)c1ccccc1NC(=O)C(c1ccccc1)c1ccccc1 | -19.0%
CCOCCn1c(C2CCN(CCc3ccc(C(C)(C)C(=O)O)cc3)CC2)nc2ccccc21 | -4.0%[22.9 µM]
O=C(CC1C(=O)OCCN1Cc1ccccc1)Nc1cc(Cl)cc(Cl)c1 (stereo not drawn) | -9.0%
CN(C)c1ccc(C(=O)N[C@H]2C[C@@H](c3nc(-c4ccc5ccccc5c4)no3)N(C)C2)cc1 | -5.5%
Cc1ccc(NC(=O)c2cc(=O)c3ccc(C)c(C)c3o2)cc1Cl | 0.0%
NC(=O)c1cccc2[nH]c([C@H]3CCN(Cc4ccccn4)C3)nc12 | 69.1%[activator][176 µM]
COc1ccc(-c2nnc3n2CCN([S+](=O)([O-])c2ccccc2)C3)cc1 | 0.6%
COC(=O)N1CCC2(CCCN(C(=O)Nc3cccc(F)c3)C2)CC1 | ?
Cc1ccc(CC(=O)N2CCCN(c3cc(-c4ccccc4)[nH]n3)CC2)cc1 | 28.7%
CCCCNC(=S)N(C)/N=C/c1cc(Br)ccc1F | -17.9%
COC(=O)C1=C(C)N(Cc2ccccc2C(F)(F)F)C(=NCc2ccc(OC)cc2)NC1c1ccc(F)cc1 (stereo not drawn) | ?
N#Cc1cccc(CN2CCc3nc(C(=O)Nc4cccc(C(F)(F)F)c4)oc3CC2)c1 | 4.2%
CCNC(=O)Nc1ccc(OCC(=O)N2CCCCC2)nc1 | 41.2%[activator]
CCOc1ccc(C2CCCN2Cc2cc(=O)oc3cc(C)ccc23)cc1 (stereo not drawn) | ?
CCn1nc(C(=O)NCCC(C)C)c2ccccc2c1=O | -3.7%
CC(Sc1nnc(COc2ccc3c(c2)CCCC3)n1C)C(=O)Nc1ccc2c(c1)OCO2 (stereo not drawn) | 20.4%
CCn1nc(C(C)C)cc1C(=O)NCc1cccnc1N1CCN(C)CC1 | 23.2%

Screening data as filed in PubChem BioAssay.
